# FXN GAA850 act: activators of GAA850 frataxin (FXN) promoter; 360,000 compounds, 0.56% hits; activation, % at 6 µM; HEK293 lucGAA850 FXN promoter luciferase reporter, 24 h; percent of 10 µM SAHA response;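 active = activation above the average of all compounds screened plus 3 SD, cutoff fixed separately per campaign, cut at about 7.5% in these data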;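 also: 0% = DMSO wells and 100% = 10 µM SAHA wells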
# NPR2 activator: GC-B (human) receptor activation | P20594 | HEK293-GC-B cells, CNP EC30, cGMP TR-FRET; 0% at EC30 CNP, 100% saturating CNP | activation, % at 10 µM | 370,000 compounds, 0.11% hits;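 active = activation at 10 µM reaching about 35% in either raw or pattern-adjusted values, limit read from the data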
# Target sequence (P20594 whole entry, looked up): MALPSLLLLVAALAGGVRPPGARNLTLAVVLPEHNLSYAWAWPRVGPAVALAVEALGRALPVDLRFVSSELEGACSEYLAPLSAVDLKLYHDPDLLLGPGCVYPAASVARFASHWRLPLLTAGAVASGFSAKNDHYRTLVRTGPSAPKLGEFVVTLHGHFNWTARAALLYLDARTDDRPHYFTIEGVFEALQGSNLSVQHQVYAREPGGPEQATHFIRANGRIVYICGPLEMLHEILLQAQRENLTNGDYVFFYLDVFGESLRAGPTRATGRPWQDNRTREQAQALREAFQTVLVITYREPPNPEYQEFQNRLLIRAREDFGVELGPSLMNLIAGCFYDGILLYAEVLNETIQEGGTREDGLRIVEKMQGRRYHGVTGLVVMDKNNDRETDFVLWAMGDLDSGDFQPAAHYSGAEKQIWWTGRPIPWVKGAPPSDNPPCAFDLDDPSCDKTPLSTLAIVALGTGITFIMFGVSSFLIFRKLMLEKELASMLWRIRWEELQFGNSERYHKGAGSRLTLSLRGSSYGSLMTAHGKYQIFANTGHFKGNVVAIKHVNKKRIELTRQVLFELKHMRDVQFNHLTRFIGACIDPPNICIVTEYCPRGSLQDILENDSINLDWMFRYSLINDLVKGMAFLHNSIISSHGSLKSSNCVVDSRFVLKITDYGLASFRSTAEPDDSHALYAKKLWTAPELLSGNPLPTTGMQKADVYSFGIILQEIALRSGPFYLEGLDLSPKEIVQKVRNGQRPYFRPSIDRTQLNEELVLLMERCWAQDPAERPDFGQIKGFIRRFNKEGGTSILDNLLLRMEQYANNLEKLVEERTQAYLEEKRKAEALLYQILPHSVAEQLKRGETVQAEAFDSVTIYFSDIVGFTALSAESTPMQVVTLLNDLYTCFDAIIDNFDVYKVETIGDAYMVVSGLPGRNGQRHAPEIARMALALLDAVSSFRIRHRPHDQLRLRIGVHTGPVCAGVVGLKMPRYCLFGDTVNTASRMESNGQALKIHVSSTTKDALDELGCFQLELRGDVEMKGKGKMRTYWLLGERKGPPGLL
# hgDAF12 agonist: activates the H. glycines DAF-12 receptor ligand-binding domain; HEK293 GAL4-hgDAF12 UAS-luciferase reporter, agonist luminescence; normalized to butyrate control; activation, % at 6.8 µM; 370,000 compounds, 1.8% hits; AID 687014;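 active = activation above a cutoff set at the mean of all screened compounds plus 3 SD, cut at about 10% in these data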;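 also: 0% = DMSO wells and 100% = sodium butyrate wells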
# DAX1 inh-1: NR0B1 (DAX1) inhibition; HEK293 Gal4-DAX1 luciferase reporter, luminescence; P51843; AID 504766; inhibition, % at 6.75 µM; 340,000 compounds, 0.99% hits;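 active = inhibition above the mean over all tested compounds plus 3 SD, cut at about 4.2% in these data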;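 also: 0% = DAX1-transfected cells with DMSO and 100% = empty-vector control cells with DMSO; inhibition shows as a rise in luminescence from relieved DAX1 repression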
# DAX1 inh-2: inhibitors of DAX1 repression of SF-1 activated StAR promoter | HEK293T StAR-luciferase reporter, SF-1/DAX-1 repression relief | 370,000 compounds, 1.1% hits | AID 652010 | inhibition, % at 6.8 µM;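 active = inhibition above the mean over all tested compounds plus 3 SD, cut at about 3.6% in these data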;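 also: 0% = DAX-1 cells with DMSO and 100% = cells lacking DAX-1 with DMSO; higher inhibition means more luminescence from relief of DAX-1 repression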
# proKLK7 act: activators of human kallikrein-7 zymogen. P49862. purified proKLK7, EDANS-DABCYL substrate fluorescence; 100% is mature enzyme control, 0% vehicle. activation, % at 7 µM. 370,000 compounds, 0.9% hits. AID 652039;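 active = activation above the mean of all tested compounds plus 3 SD, computed per campaign excluding outliers beyond control limits, cut at about 13% in these data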
# GC-A act: GC-A (human) enzyme activation. activation, % at 10 µM. 370,000 compounds, 0.14% hits. AID 1671463. P16066. HEK293 GC-A cells, cGMP TR-FRET, EC30 ANP; 0% at EC30 ANP, 100% saturating ANP; in the data active = activation above about 40%
# hcDAF12 agonist: activates DAF-12 receptor from parasite H. contortus | HEK293 hcDAF-12 lit1-tk-luc reporter, luminescence; 0% DMSO, 100% Δ7-dafachronic acid | activation, % at 6.8 µM | 370,000 compounds, 1.4% hits | AID 652067;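 active = activation above the mean of all tested compounds plus 3 SD, cut at about 5.5% in these data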;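 also: 100% = response to 3 µM Δ7-dafachronic acid high control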
# SMARCA2 act: activators of SMARCA2 function | AID 652017 | activation, % at 9.1 µM | MG213 cells, MMTV-luciferase reporter, dexamethasone, overnight | 370,000 compounds, 1% hits; in the data active = activation above about 7.8%;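 also: 0% = vehicle wells and 100% = reference activator wells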
# HGIII-sPLA2 inh: Blocks human group III sPLA2 activity | AID 743126 | QFRET BODIPY PC-A2 liposome hydrolysis, fluorescence | Q9NZ20 | inhibition, % at 12.2 µM | 370,000 compounds, 0.56% hits;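 active = inhibition above mean plus 3 SD of compounds lying within the high and low control bounds, cut at about 19% in these data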;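 also: 0% = median of test compound wells and 100% = no enzyme DMSO wells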
# ssDAF12 agonist: S. stercoralis DAF-12 activation, primary screen. activation, % at 6.8 µM. HEK293 ssDAF-12/GRIP1 lit1-tk-luc reporter, luminescence; % of 3 µM dafachronic acid response. 370,000 compounds, 1% hits;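 active = activation above the mean over all tested compounds plus 3 SD, cut at about 0.9% in these data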;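 also: 0% = DMSO-only wells and 100% = 3 µM delta7-dafachronic acid wells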
# An asterisk follows results filed as active; · = not tested or not shown.
SMILES,FXN GAA850 act,NPR2 activator,hgDAF12 agonist,DAX1 inh-1,DAX1 inh-2,proKLK7 act,GC-A act,hcDAF12 agonist,SMARCA2 act,HGIII-sPLA2 inh,ssDAF12 agonist
COc1ccc(CCN2CC(C(=O)N3CCC(O)(c4ccccc4)CC3)CCC2=O)cc1 (stereo unspecified),-2.5,-7,-1.2,0.5,-0.9,-0.2,0,-2.4,-2,6,-0.2
Fc1ccc(/C=N/Nc2nccnc2Cl)cc1,5.6,4,14*,6.1*,1.1,0.1,3,3.7,9.5*,3,-0.2
CCC(=O)Nc1cc2c3c(c1)CCC(=O)N3CCC2,-1.1,2,3.8,0.8,-0.6,0.4,4,3.0,-1,1,-1.0
COc1ccc(OC)c(S(=O)(=O)N2CCC(C(=O)NCC3CCCO3)CC2)c1 (stereo unspecified),-1.4,7,-0.4,-0.5,0.0,-0.1,0,-0.8,-1,-3,-1.1
CCOC(=O)c1nc2nc(C)c(Cl)c(=O)n2[nH]1,1.5,4,0.3,0.4,-0.1,0.0,-6,-0.4,-1,5,-0.1
COc1ccc(CNC(=O)[C@H](NC(=O)C2CCN(C(=O)[C@@H](N)CCSC)CC2)C(C)C)cc1,-0.4,-2,-2.6,1.6,0.0,0.4,0,-0.7,1,2,-1.5
O=C(COc1ccccc1)Nc1ccc(CSc2ccccc2)cc1,0.2,-5,-1.3,0.2,-1.0,0.3,1,0.1,-3,7,-1.2
Cc1ccc(N=C/C(C(=O)C(F)(F)F)=C(\O)c2cccs2)cc1,-4.8,0,5.4,-2.7,4.5*,0.1,1,6.5*,4,-13,0.5
Cc1ccc(C(=O)NCCCNC(=O)c2cccnc2)cc1,-0.4,3,-2.4,2.7,0.0,0.5,3,-1.0,0,6,-0.4
CCOc1ccc(NC(=O)CN(C)C(=O)c2ccc(N3CCCC3)c([N+](=O)[O-])c2)cc1OCC,1.3,-6,-2.9,-1.4,-1.9,1.4,0,-2.8,-1,-14,-1.1
CC(C)(C)c1ccc(S(=O)(=O)NCc2ccc(C(=O)NCc3ccccn3)cc2)cc1,1.6,6,-2.8,-0.8,-0.5,0.1,1,0.8,0,-15,-1.5
CC(C)(C)c1csc(NC(=O)Cn2cnc3ccccc3c2=O)n1,2.4,3,-1.3,0.3,-0.5,-0.7,2,-1.8,0,-5,-0.9
CC(C)CCNC(=O)c1c(CSc2ccccc2)noc1C(=O)NCc1ccccc1,-2.4,1,0.0,-0.1,0.8,-0.1,0,-1.2,1,-1,-0.2
CCc1nc(N2CCN(C(=O)c3ccccc3)CC2)c2c3c(sc2n1)CCCC3,1.9,-4,-3.2,-1.4,-2.5,1.0,-5,-3.5,-2,-6,-2.9
CCCCS(=O)CC(O)COCC (stereo unspecified),-0.6,1,1.1,0.3,1.1,-0.2,4,-0.5,1,-2,-1.3
COc1cc(C)ccc1Oc1ncnc(N)c1[N+](=O)[O-],1.3,2,-2.9,0.6,0.2,-0.9,-3,0.4,-1,1,-1.4
O=C(c1cc(-c2ccncc2)nc2ccccc12)N1CCN(c2ccccc2O)CC1,2.1,-6,-3.2,-1.6,-1.8,-0.2,-6,1.1,-2,-15,-1.5
COc1cc2c(cc1OC)C1=C(C#N)COCN1CC2,3.7,2,-1.2,1.2,0.6,9.4,-1,0.1,-4,8,-1.2
O=S(=O)(Nc1ccc(-c2ccc(NS(=O)(=O)c3ccccc3)cc2)cc1)c1ccccc1,1.1,-1,-3.4,-0.8,-1.9,-0.2,-1,-1.4,-6,-72,-1.2
Cc1cc(C)nc(SCC(=O)Nc2ncc(Cc3cccc(Cl)c3)s2)n1,-0.5,8,1.9,0.3,0.9,0.9,8,-1.2,-1,-2,0.1
CN(c1cccc(NC(=O)c2ccccc2N(Cc2ccccc2)S(C)(=O)=O)c1)S(C)(=O)=O,-0.5,0,-0.6,-0.7,0.1,0.0,2,-1.9,2,-1,-1.1
Cc1cc(C)n2nc(SCc3ccc(F)cc3Cl)nc2n1,2.8,7,0.7,-1.0,-0.2,0.0,11,-2.0,-1,-3,-1.3
Cc1cc(C)cc(OCCCOc2cccc3cccnc23)c1,1.6,-2,0.5,-0.5,0.0,0.2,0,-0.9,1,-10,-1.7
CCCn1c(C)cc(C(=O)CN2C(=O)c3cccc(N)c3C2=O)c1C,3.4,0,4.4,3.4,0.4,-46,0,0.6,0,4,-0.8
Cc1cc2cc(C)c3nnc(SCC(=O)Nc4ccc(S(=O)(=O)N5CCCCC5)cc4)n3c2cc1C,4.3,4,2.2,-0.5,-0.4,1.1,-1,1.0,0,-8,-0.1
CCc1cccc(NC(=O)CCCn2nc(CC)n3c(cc4occc43)c2=O)c1,1.2,-4,0.1,-0.1,0.0,0.6,-22,0.2,-4,-10,-1.2
CCOc1ccc(NC(=O)CCC(=O)NNC(=O)c2cccc([N+](=O)[O-])c2)cc1,0.1,1,-2.9,1.7,-1.3,-0.1,3,-1.2,-2,-3,-1.5
Cc1ccc2c(c1)CCCN2C(=O)CSc1ccccc1,3.9,-6,1.6,1.5,-1.4,-0.8,-4,-1.1,0,-5,-1.2
COc1ccc(/C=C/C(=O)O)cc1S(=O)(=O)NCC1CCCO1 (stereo unspecified),3.5,-4,0.7,-1.3,0.4,0.1,3,-0.5,-2,3,-1.5
CC1CCCCN1CC(O)COc1ccc(OCC(O)CN2CCCCC2C)cc1 (stereo unspecified),1.3,2,-1.2,0.1,-0.1,-0.8,0,2.6,-1,8,-1.6
COc1cccc(Nc2ccc(Nc3cccc(OC)c3)nn2)c1,0.8,0,-3.0,-0.6,-0.5,0.5,-1,-1.4,-1,0,-1.2
COc1ccc(CNC(=O)CSc2n[nH]c(N)n2)cc1OC,-1.1,0,-0.9,-1.1,-0.1,4.1,2,-1.4,-2,5,-0.9
CC(C)n1c(SCC(=O)Nc2ccc(F)cc2)nnc1C1CC1,1.8,1,0.5,0.0,-2.1,0.5,3,-0.2,1,0,-1.0
Cc1cc(NC(=O)c2ccc3c(c2)C(=O)N(Cc2cccnc2)C3=O)no1,1.7,0,0.6,-1.4,-0.8,0.5,1,-0.5,-1,-3,-1.2
CC1(C)COC(c2cccc([N+](=O)[O-])c2)OC1,-0.6,-1,-0.1,-0.7,0.4,0.1,4,-0.6,-2,-6,-1.5
COc1cccc2c1Oc1ncccc1N(C(=O)CCC(=O)NCc1ccc(C)cc1)C2,1.9,-5,-1.9,0.5,-1.1,-0.1,-2,-1.4,-2,9,-1.2
O=C(CN1CCN(S(=O)(=O)c2ccc(F)cc2)CC1)c1ccc(O)c(O)c1,2.5,-3,0.1,1.5,-0.1,0.6,0,0.7,-3,0,-2.2
Cc1cc(C)cc(OCC(=O)O/N=C(\N)c2ccccn2)c1,2.2,-5,3.0,0.8,-0.3,0.2,-5,-1.2,4,4,-1.4
COc1ccc(-c2csc(NC(=O)CN3C(=O)CCC3=O)n2)c(OC)c1,1.3,-5,-2.3,-0.1,-0.7,0.1,3,0.1,-3,-4,-1.8
Cc1ccc(NC(=O)c2ccc(NCCc3ccccc3)c([N+](=O)[O-])c2)cc1F,-5.6,5,0.0,-1.2,-0.4,-0.4,14,-2.6,-2,3,-1.9
CCn1c(SCC(=O)N(Cc2ccccc2)C2CCS(=O)(=O)C2)nc2ccccc2c1=O (stereo unspecified),-0.4,4,0.9,-0.2,-0.9,0.4,1,-1.9,-2,0,-1.0
COc1ccc(N(CC(O)Cn2c3ccccc3c3ccccc32)S(=O)(=O)c2ccccc2)cc1 (stereo unspecified),3.3,-18,-0.6,-0.5,-0.5,-5.0,-19,-0.8,0,-29,-1.2
COC(=O)[C@H](Cc1ccccc1)NC(=O)NCc1ccc(C)cc1,-0.6,-1,-2.2,·,-0.2,0.1,6,-0.3,-5,6,-1.4
Cc1cccc(OCC(=O)NCc2nc(-c3ccccc3)no2)c1,-2.0,-6,2.1,0.2,-0.6,-0.1,0,-2.7,-2,3,-1.1
CC(=O)c1c(C)nc2cc(Cl)ccc2c1N,1.0,4,0.6,-0.4,0.2,0.4,11,-0.8,0,0,-0.8
Cc1onc(-c2ccccc2)c1C(=O)Nc1ccc(C(=O)N2CCCCC2)cc1,-1.3,5,-1.4,3.7,0.1,-0.4,4,0.4,-2,-6,-1.2
O=C(NCCCN1CCCC1=O)C(=O)NCC1OCCN1S(=O)(=O)c1cc(F)ccc1F (stereo unspecified),-0.2,3,4.6,0.2,-0.2,-0.3,1,-1.8,-1,-1,-0.8
O=S(=O)(NCC1CCCO1)c1cc(Cl)ccc1Br (stereo unspecified),1.7,2,-0.9,0.2,-0.1,-0.1,0,0.1,-3,-2,-1.2
O=C(NCCCN1CCCCC1)C1CCN(S(=O)(=O)N2CCC3(CC2)OCCO3)CC1,2.5,1,0.0,0.2,-0.4,0.5,4,0.8,0,5,-1.0
CS(=O)(=O)N1CCc2cc(S(=O)(=O)NCCNS(=O)(=O)c3ccc4c(c3)CCN4S(C)(=O)=O)ccc21,2.1,2,-0.1,0.1,-0.3,0.4,0,0.1,-2,-12,-1.4
CC(=O)Nc1cc(-c2ccc(CO)cc2)cn2c(-c3cccc(C(F)(F)F)c3)cnc12,3.7,3,-2.4,·,-2.2,0.7,2,-2.0,-2,-7,-1.3
CCOC(=O)CCNC(=O)N1CCCC(C(=O)c2ccccc2SC)C1 (stereo unspecified),2.1,-8,-0.2,1.1,0.2,0.1,1,-1.8,-1,7,-1.3
CC(=O)c1ccc(N(CC(=O)NC2CCCCC2)C(=O)c2csnn2)cc1,0.1,0,1.9,0.4,0.3,-0.6,2,0.7,-2,1,0.0
COc1ccc(OC)c(S(=O)(=O)N2CCN(C(=O)c3ccco3)CC2)c1,2.2,-1,3.7,-0.3,0.2,0.7,-4,-0.8,3,3,-1.3
O=C(CCC1CCCN(C(=O)Cc2cccc(F)c2)C1)N1CCN(c2ccccn2)CC1 (stereo unspecified),0.2,5,3.7,-1.3,-0.4,-0.7,-5,-2.8,4,5,-1.3
COc1cccc(OCCCN2CCCCC2)c1,-2.3,-8,-1.2,-0.6,-0.7,0.6,0,-2.0,0,0,-1.2
Cc1[nH]c(C)c(S(=O)(=O)N2CCN(c3ccccc3)CC2)c1C(=O)N1CCCCC1,-0.9,-4,-1.6,1.4,0.2,-0.4,0,-1.5,-1,5,-0.9

# Complete entries, looked up by structure. Order of screens: FXN GAA850 act | NPR2 activator | hgDAF12 agonist | DAX1 inh-1 | DAX1 inh-2 | proKLK7 act | GC-A act | hcDAF12 agonist | SMARCA2 act | HGIII-sPLA2 inh | ssDAF12 agonist
# `COc1ccc(-c2csc(NC(=O)CN3C(=O)CCC3=O)n2)c(OC)c1` is listed as 1.3 | -5 | -2.3 | -0.1 | -0.7 | 0.1 | 3 | 0.1 | -3 | -4 | -1.8
# `CCC(=O)Nc1cc2c3c(c1)CCC(=O)N3CCC2` is listed as -1.1 | 2 | 3.8 | 0.8 | -0.6 | 0.4 | 4 | 3.0 | -1 | 1 | -1.0

# Compound activity: PubChem BioAssay, several laboratories
